# Source: PubChem
# mIAP block: mouse IAP inhibition | purified mouse IAP, CDP-Star luminescence, 30 min | inhibition, % at 10 µM | actives 0.2% (n = 330,000) | AID 2806;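 active = inhibition of at least 40% at 10 µM in the primary screen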;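 also: plate controls were DMSO with enzyme for no effect and no enzyme wells for full effect; values of inactives mirror those of a sister screen read the other way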
# ATG4B inh: inhibitors of human ATG4B cysteine protease. Q9Y4P1. ATG4B cleavage of LC3-PLA2, NBD-HPC fluorescence, 1 h. inhibition, % at 8.33 µM. actives 0.51% (n = 340,000). AID 504462; in the data active = inhibition above about 40%
# Target sequence (Q9Y4P1 whole entry, looked up): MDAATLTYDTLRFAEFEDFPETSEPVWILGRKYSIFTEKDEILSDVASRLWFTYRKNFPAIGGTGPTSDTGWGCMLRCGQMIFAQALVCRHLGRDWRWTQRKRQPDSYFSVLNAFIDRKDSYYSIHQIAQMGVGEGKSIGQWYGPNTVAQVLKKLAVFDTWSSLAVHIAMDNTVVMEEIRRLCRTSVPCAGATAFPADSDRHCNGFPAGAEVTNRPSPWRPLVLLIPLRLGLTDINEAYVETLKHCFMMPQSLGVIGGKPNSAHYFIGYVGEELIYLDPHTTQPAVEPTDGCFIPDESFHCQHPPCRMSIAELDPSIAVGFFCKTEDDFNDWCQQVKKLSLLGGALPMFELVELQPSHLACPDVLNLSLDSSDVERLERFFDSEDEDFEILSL
# A3A deaminase: blocks human APOBEC3A ssDNA deamination; actives 0.41% (n = 330,000); recombinant A3A, FAM/TAMRA ssDNA deamination fluorescence; inhibition, % at 20 µM;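 active = at least 40% inhibition at 20 µM here, with at most 30% in a related deaminase screen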;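 also: plate controls were A3A with DMSO for no effect and wells lacking A3A enzyme for full effect; some results filed as inactive read as strong as hits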
# Target sequence (P31941 whole entry, looked up): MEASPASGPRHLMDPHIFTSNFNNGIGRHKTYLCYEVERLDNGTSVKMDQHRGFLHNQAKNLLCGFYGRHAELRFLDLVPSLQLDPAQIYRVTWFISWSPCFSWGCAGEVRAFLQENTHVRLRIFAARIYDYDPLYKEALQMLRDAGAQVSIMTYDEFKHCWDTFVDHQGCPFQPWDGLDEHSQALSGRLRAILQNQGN
# HKDC1 inh: inhibitors of human hexokinase HKDC1 | Q2TB90 | recombinant HKDC1, G6PDH/diaphorase resazurin coupled fluorescence | inhibition, % at 20 µM | actives 0.16% (n = 340,000);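 active = inhibition above about 35% when tested at 20 µM, limit read from the data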;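 also: plate controls were DMSO wells with enzyme for no effect and DMSO wells lacking enzyme for full effect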
#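 Assay system: in-house recombinant HK5 (HKDC1) enzyme. Input: HKDC1 at 5 µg/mL. Medium: Tris pH 8.0 buffer with MgCl2, Tween-20, BSA, BME. Dosing: single 20 µM dose. Schedule: 90 min reaction incubation at room temperature, dark. Signal: resazurin-to-resorufin fluorescence via G6PDH and diaphorase coupling, 525/613 nm. Controls: DMSO-enzyme wells negative, buffer-substituted wells positive.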
# PfG6PD inh: PfG6PD (Plasmodium falciparum) enzyme inhibition. inhibition, % at 20 µM. actives 0.78% (n = 350,000). PfGluPho enzyme, NADPH resazurin-diaphorase fluorescence. AID 504690;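 active = inhibition reaching at least a set limit at 20 µM in the primary screen, cut at about 59% in these data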;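 also: 0% = DMSO wells with substrate and 100% = DMSO wells lacking glucose-6-phosphate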
# mIAP activ: increases mouse intestinal alkaline phosphatase activity. actives 0.24% (n = 330,000). muIAP, CDP-Star luminescence, 30 min; stronger effect = higher value; 1 = vehicle-only enzyme signal, 0 = enzyme-free wells. activation factor at 10 µM. AID 2805;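 active = activation factor of at least 2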; also: the source names both 10 and 20 µM as test concentration; values of inactives mirror those of a sister screen read the other way
#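 System: Mouse IAP enzyme | Also added: CDP-Star substrate | Dosing: Compounds dispensed in DMSO | Schedule: 30 min enzyme-substrate-compound incubation at room temperature | Technique: Chemiluminescence readout | Control set: DMSO-only wells and no-enzyme negative control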
# hIAP act: increases human intestinal alkaline phosphatase activity; P09923; purified human IAP, CDP-Star luminescence, 30 min; stronger effect = higher value; 1 = vehicle-only enzyme, 0 = enzyme-free background; activation factor at 10 µM; actives 0.16% (n = 330,000); AID 2524;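 active = activation factor of the enzyme at least 2-fold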; also: the source names both 10 and 20 µM as test concentration; values of inactives mirror those of a sister screen read the other way
# hIAP inh: blocks human intestinal alkaline phosphatase; P09923; purified IAP, CDP-Star luminescence, 30 min; inhibition, % at 10 µM; actives 0.12% (n = 330,000);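 active = inhibition reaching a set limit with compound at 10 µM in the primary screen, cut at about 35% in these data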;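 also: plate controls were DMSO wells with enzyme for no effect and no-enzyme buffer wells for full effect; values of inactives mirror those of a sister screen read the other way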
# Numbers without * were called inactive; · = not tested or not shown.
SMILES,mIAP block,ATG4B inh,A3A deaminase,HKDC1 inh,PfG6PD inh,mIAP activ,hIAP act,hIAP inh
CC(C)[C@H](NC(=O)N1CC(=O)Nc2ccccc21)C(=O)N[C@H](Cc1ccccc1)C(=O)O,9,-13,-4,-7,-8,0.91,0.94,6
C/C(=N/NC(=O)c1ccc(C)s1)c1cccc(NC(=O)COc2ccc(Cl)cc2C)c1,5,-15,-3,-5,-14,0.95,0.93,7
O=C(NNC(=O)c1ccc[nH]1)Nc1cccc(C(F)(F)F)c1,7,2,-1,5,-16,0.93,0.97,3
O=C(O)C1=C[C@@H](C2CC2)C[C@@H](OCc2ccc(CO)cc2)O1,0,-11,-5,-2,-6,1,1,-2
CCOC(=O)[C@@H]1[C@H]2COc3ccccc3[C@@H]2N2C(=O)N(c3ccc(F)cc3)C(=O)[C@@]12C,-2,-4,1,-1,3,1,1.1,-13
COc1nccnc1NS(=O)(=O)c1ccc(NC(=O)c2ccc(F)cc2)cc1,-6,-1,-3,-3,13,1.1,0.87,13
Cc1c(Cl)c([N+](=O)[O-])nn1CC(=O)NC12CC3CC(CC(C3)C1)C2,7,40,3,1,8,0.93,0.67,33
CC(C)Sc1nc2c(c(=O)[nH]c(=O)n2C)n1C,-7,-7,-1,-3,-1,1.1,0.94,6
COc1ccccc1CNC(=O)c1ccc(N2CCOCC2)c([N+](=O)[O-])c1,-3,-11,0,1,-6,1,0.84,16
COc1ccc(NC(=O)Nc2nnc(-c3ccncc3)s2)cc1,-9,-5,1,-6,-5,1.1,0.98,2
COc1ccc(N(CC(=O)NCc2ccco2)S(C)(=O)=O)cc1,2,2,-2,-8,-12,0.98,0.97,3
COCCCNC(=O)C1CCC(=O)N(c2ccc3c(c2)OCO3)C1c1ccc(OC)cc1 (stereo not given),4,-4,-2,-4,-2,0.96,0.99,1
CCOC(=O)/C(=C/c1c[nH]c2ccccc12)NC(C)=O,-5,-7,-3,-2,9,1,1.2,-23
Cc1cc(C(=O)C(C)Sc2cccc[n+]2[O-])c(C)n1-c1ccc(Cl)cc1 (stereo not given),-14,2,5,-4,-7,1.1,1.2,-21
Cc1ccc(S(=O)(=O)NCc2ccc(C(=O)N3CCc4ccccc4C3)cc2)cc1,-13,-3,0,-4,2,1.1,1.3,-27
C/C(Cc1ccccc1)=N\NC(=O)CNC(=O)c1ccc(F)cc1,-2,-3,-2,-6,-1,1,0.95,5
CCOC(=O)NC(=O)CSc1ccc(S(=O)(=O)N2CCCCC2)cn1,4,13,7,0,29,0.96,1,0
NC(=O)c1ccccc1N/C=C/C(=O)c1ccc(F)cc1,10,6,-1,5,6,0.9,1.2,-20
O=C(O)c1cc(C(F)(F)F)nc2ccccc12,2,5,-5,-2,19,0.98,0.83,17
O=S(=O)(Cc1ccc(Cl)cc1)N1CCCC1,3,1,2,12,-5,0.97,1.1,-11
CCCCn1c(SCC(=O)N(CC)C2CCS(=O)(=O)C2)nnc1C(CC)N(C)C (stereo not given),-2,-7,0,-8,3,1,0.91,9
CCN(CC)S(=O)(=O)c1ccc(C(=O)NCC(=O)NC2CC2)cc1,-4,-8,3,-8,-11,1,1,-2
COCCNC(=O)/C(C#N)=C/c1c(N2CCCCCC2)nc2c(C)cccn2c1=O,4,10,-1,-9,4,0.96,0.75,25
CCCCNC(=O)OC1CCS(=O)(=O)C1 (stereo not given),3,8,-2,-9,-1,0.97,0.85,15
CC1CN(/C=C/C(=O)C(F)(F)F)CC(C)O1 (stereo not given),-3,-8,2,-5,19,1,1.1,-5
CC(OC(=O)CCC(=O)N1CCN(S(=O)(=O)c2ccc3ccccc3c2)CC1)C(=O)NC(N)=O (stereo not given),1,-6,-3,1,-37,0.99,0.85,15
COc1ccc(N2CCN(C(=O)COc3ccc4c(C)c(C)c(=O)oc4c3C)CC2)cc1,3,-9,-9,-4,-1,0.97,1,0
Cc1cccc(NC(=O)CSc2nnc(CNC(=O)c3ccc(S(=O)(=O)N(C)C)cc3)n2-c2ccccc2)c1,2,-18,-4,-3,1,0.98,0.88,12
CCc1ccc2c(c1)C(c1ccc(N3CCOCC3)cc1)=NNC(c1ccncc1)=N2,9,4,-4,1,2,0.91,0.88,12
COc1ccc(-c2cc(C(F)(F)F)n3nc(C(=O)N4CCN5CCCC5C4)cc3n2)cc1OC (stereo not given),5,-14,1,-4,19,0.95,1,-3
CN1C(=O)C(=O)/C(=C(/O)c2ccc(Br)cc2)C1c1ccc(Cl)cc1 (stereo not given),7,4,-1,11,-22,0.93,0.59,41*
COc1cc(OC)cc(C(=O)Nc2ccc(C(=O)c3ccncc3)cc2)c1,4,-9,1,1,32,0.96,0.8,20
COc1ccccc1NC(=O)CC(NCCN(C)C)C(=O)O (stereo not given),-17,11,-2,5,-13,1.2,1,0
CCOc1ccc(N=C2SCCCN2C(=O)c2c(CC)noc2C)cc1,-3,7,16,-8,4,1,0.98,2
CC(OC(=O)CCc1nc2ccccc2c(=O)[nH]1)C(=O)Nc1ccc2c(c1)OCO2 (stereo not given),-6,-5,1,-6,4,1.1,1,-2
COc1ccc(COC(=O)C2=C(C)NC(=O)NC2c2ccc(F)cc2)cc1 (stereo not given),-8,-12,0,-3,15,1.1,1,-3
COc1ccc(C(C)=O)cc1COc1cc(C)c(Cl)c(C)c1,11,-6,0,-7,2,0.89,0.91,9
CCCOc1ccc(NC(=O)C2CC(=O)N3CCCN=C3S2)cc1 (stereo not given),7,-5,3,-12,17,0.93,0.71,29
CC1CCCCN1C(=O)c1ccc(Br)o1 (stereo not given),9,-4,4,-3,-9,0.91,1.1,-13
Cc1ccc(S(=O)(=O)N/N=C/c2ccc(OCC(=O)NC(C)C)cc2)cc1,4,-11,-2,-7,-22,0.96,1.1,-6
O=C(CSc1ncccn1)NC(=O)NCc1ccccc1,1,7,1,1,-7,0.99,0.97,3
OCCN1CCOCCN(CCO)CCOCC1,-6,0,2,-2,5,1.1,0.87,13
O=C(CNC(=O)c1ccc(Br)o1)Nc1cccc(-c2cnc3ccccc3n2)c1,9,-14,-4,-8,-27,0.91,0.99,1
CC(NC(=O)Cn1c(=O)oc2cc(S(=O)(=O)N3CCCC3)ccc21)c1ccccc1 (stereo not given),1,4,6,-3,-14,0.99,0.97,3
COc1ccc(C(=O)CC(=O)c2ccc(C)cc2)c(O)c1,3,2,-8,-6,-31,0.97,1.2,-24
COc1ccc(C2CC(c3ccccc3OC(=O)/C=C/c3ccccc3)=NN2C(C)=O)cc1 (stereo not given),6,-12,0,2,10,0.94,0.99,1
CCSc1nnc(NC(=O)[C@@H](NC(=O)c2cc(OC)cc(OC)c2)C(C)C)s1,-1,-6,1,-8,-18,1,1,-2
CCOc1ccc(-n2c(-c3ccccc3)nnc2-c2ccccc2)cc1,1,19,-4,-3,-17,0.99,1,-2
CN(C)S(=O)(=O)c1cccc(C(=O)c2nccn2C)c1,-5,-12,1,-2,-3,1,1.1,-5
CCOC(=O)[C@H]1[C@H]2COc3cc(OC)ccc3[C@@H]2N2C(=O)c3ccc(F)cc3NC(=O)[C@@]12C,-1,-4,0,-8,-9,1,1.1,-6
Oc1ccc(Cl)cc1C=Nc1ccc(Br)cc1,6,-7,0,-2,0,0.94,0.98,2
COc1ccc(CN(C)C2CCN(C)CC2)cc1OC,1,4,1,-5,-8,0.99,0.92,8
Cc1ccc(CN(CC(=O)NCc2ccccn2)S(=O)(=O)c2ccccc2)cc1,-5,7,-6,-1,11,1.1,1.1,-7
CCCNC(=O)c1cccc(C(F)(F)F)c1,11,-7,4,-9,-8,0.89,0.87,13
CS(=O)(=O)N(CC(=O)N1CCCC1)c1cc(Cl)c(Cl)cc1Cl,-2,9,-3,-6,-18,1,0.86,14
Cc1ccc(Cn2c(=O)n(-c3ccccc3)c(=O)c3ccc(C(=O)NCc4ccco4)cc32)cc1,-8,-10,-2,-3,12,1.1,1.2,-23
NC(N)=NC1=NC(=O)C(Cc2ccccc2Cl)S1 (stereo not given),11,-6,1,-3,14,0.89,0.94,6
Cc1ccc(NC(=O)CSc2nc3ccccc3c(=O)n2CCCC(=O)NCCCN2CCOCC2)cc1C,-13,1,9,-2,11,1.1,1.2,-17
CSc1ccc(CNC(=O)CCn2ccc3cc(S(=O)(=O)N4CCCC4)ccc32)cc1,1,-9,-5,-2,0,0.99,1.3,-28
C/C(=N\NC(=S)Nc1cc(S(=O)(=O)N2CCOCC2)ccc1Cl)c1ccc(N2CCOCC2)cc1,13,-11,0,-35,10,0.87,1,-2
# Next part:
SMILES,mIAP block,ATG4B inh,A3A deaminase,HKDC1 inh,PfG6PD inh,mIAP activ,hIAP act,hIAP inh
COc1ccc(NC(=O)CN(C)C(=O)C2CC(=O)N(Cc3ccc(C)cc3)C2)cc1 (stereo not given),7,-12,26,-6,-2,0.93,0.81,19
Cc1cc(Cl)ccc1OCCCC(=O)NCc1ccncc1,-12,-8,-1,-13,-10,1.1,1.2,-16
COc1ccc(-c2nn(-c3ccccc3)cc2/C=C/C(=O)OCC(=O)Nc2cccc(C#N)c2)cc1,0,-3,3,8,-14,1,0.88,12
OC(CN1CCN(C(c2ccccc2)c2ccccc2)CC1)c1ccc(Br)cc1 (stereo not given),1,7,-3,5,7,0.99,1.1,-12
O=c1[nH]c(-c2ccccn2)nc(C(F)(F)F)c1Br,9,-7,2,-6,-7,0.91,1.2,-18
COc1ccc(C2(C(=O)N3CCC(n4nc(-c5ccccc5)oc4=O)CC3)CC2)cc1,7,-9,1,-3,-1,0.93,1.1,-14
O=C(CN1CCN(Cc2ccccc2)CC1)NCCNc1ccc([N+](=O)[O-])cn1,1,-3,3,-4,5,0.99,0.92,8
O=C(COC(=O)c1ccc(NS(=O)(=O)c2ccc3c(c2)OCCO3)cc1)NC1CCS(=O)(=O)C1 (stereo not given),3,5,-1,-1,-25,0.97,1,-1
O=[N+]([O-])c1ccc(N2CCN(S(=O)(=O)c3ccccc3)CC2)cc1N1CCc2ccccc2C1,5,-9,-6,-3,-9,0.95,1.1,-10
Nc1n[nH]c2ccccc12,9,-1,-2,-10,4,0.91,0.98,2
C[C@H]1CC[C@H]2C(=O)N3[C@H](c4ccccc4Br)[C@@H](C)CC[C@H]3C(=O)N2[C@@H]1c1ccccc1Br,-29,·,-2,·,·,1.3,0.93,7
O=C1CCN(C(=O)c2ccccc2)C2CCCCC12 (stereo not given),8,-1,-1,2,6,0.92,1,0
Clc1nccnc1N/N=C/c1ccc(Br)cc1,22,-9,-2,-2,7,0.78,1.3,-27
CC(O)CNc1nc2c(c(=O)n(C)c(=O)n2C)n1CCc1ccccc1 (stereo not given),1,-11,0,2,-17,0.99,1.2,-25

# By substructure, the compounds so far with a cyano group.
SMILES,mIAP block,ATG4B inh,A3A deaminase,HKDC1 inh,PfG6PD inh,mIAP activ,hIAP act,hIAP inh
COCCNC(=O)/C(C#N)=C/c1c(N2CCCCCC2)nc2c(C)cccn2c1=O,4,10,-1,-9,4,0.96,0.75,25
COc1ccc(-c2nn(-c3ccccc3)cc2/C=C/C(=O)OCC(=O)Nc2cccc(C#N)c2)cc1,0,-3,3,8,-14,1,0.88,12

# Exported with values ahead of the structure: 2 of the compounds above
mIAP block,ATG4B inh,A3A deaminase,HKDC1 inh,PfG6PD inh,mIAP activ,hIAP act,hIAP inh,SMILES
-13,1,9,-2,11,1.1,1.2,-17,Cc1ccc(NC(=O)CSc2nc3ccccc3c(=O)n2CCCC(=O)NCCCN2CCOCC2)cc1C
-17,11,-2,5,-13,1.2,1,0,COc1ccccc1NC(=O)CC(NCCN(C)C)C(=O)O (stereo not given)
